Screening data: PubChem BioAssay, Sanford-Burnham Center for Chemical Genomics
Jurkat NFkB inh – inhibitors of the PMA/ionomycin-induced NF-kB reporter in Jurkat cells. AID 435003. inhibition, % at 4 µM. PMA/ionomycin-induced NF-kB luciferase reporter, luminescence. actives 0.53% (n = 330,000); in the data active means inhibition above about 50%
Mdm2 MdmX PPI – inhibitors of human Mdm2/MdmX interaction; inhibition, % at 8 µM; SaOS-2 split-luciferase Mdm2/MdmX complementation, luminescence; O15151+Q00987; actives 3% (n = 330,000);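 active means inhibition of at least 50% at 8 µM in the primary screen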
Target sequence (O15151 whole entry, looked up): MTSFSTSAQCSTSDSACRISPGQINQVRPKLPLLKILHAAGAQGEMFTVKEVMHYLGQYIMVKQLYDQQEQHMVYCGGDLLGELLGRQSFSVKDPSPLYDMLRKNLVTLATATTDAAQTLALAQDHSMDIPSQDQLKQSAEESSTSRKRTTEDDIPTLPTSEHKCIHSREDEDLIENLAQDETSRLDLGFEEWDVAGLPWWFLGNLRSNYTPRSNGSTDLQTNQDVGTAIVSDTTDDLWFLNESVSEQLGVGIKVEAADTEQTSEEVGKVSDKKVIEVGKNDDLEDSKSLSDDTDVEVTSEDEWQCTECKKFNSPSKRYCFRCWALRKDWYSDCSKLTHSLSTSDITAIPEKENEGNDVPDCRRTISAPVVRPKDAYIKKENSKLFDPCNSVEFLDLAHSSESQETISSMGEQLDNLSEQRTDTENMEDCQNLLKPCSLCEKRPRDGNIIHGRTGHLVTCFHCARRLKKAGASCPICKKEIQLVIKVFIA
Target sequence (Q00987 whole entry, looked up): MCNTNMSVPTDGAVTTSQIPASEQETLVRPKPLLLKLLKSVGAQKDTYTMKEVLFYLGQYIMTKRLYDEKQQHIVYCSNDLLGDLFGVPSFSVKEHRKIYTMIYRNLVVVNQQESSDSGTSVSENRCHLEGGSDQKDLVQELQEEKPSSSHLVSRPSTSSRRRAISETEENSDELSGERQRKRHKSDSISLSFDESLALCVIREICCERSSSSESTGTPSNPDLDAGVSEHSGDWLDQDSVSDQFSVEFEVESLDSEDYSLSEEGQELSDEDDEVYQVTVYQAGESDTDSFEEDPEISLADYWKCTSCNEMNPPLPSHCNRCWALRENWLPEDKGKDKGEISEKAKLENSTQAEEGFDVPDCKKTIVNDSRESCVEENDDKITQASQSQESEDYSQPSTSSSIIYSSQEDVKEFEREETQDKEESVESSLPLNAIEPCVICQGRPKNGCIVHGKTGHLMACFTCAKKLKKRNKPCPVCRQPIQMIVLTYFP
UPR XBP1 act – activators of adaptive arm of unfolded protein response (XBP1). CHO-XBP1 luciferase reporter, IRE1-XBP1 UPR activation, luminescence; percent of tunicamycin response, DMSO as zero. actives 0.33% (n = 330,000). activation, % at 20 µM;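 active means versus positive control, 20 µM dose yields 30% or more activation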;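 further: 100% = tunicamycin at 10 µg/mL and 0% = DMSO only wells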
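Signal: luciferase luminescence; Assay system: CHO-XBP1 luciferase reporter cells; Amount: one thousand reporter cells per well; Dosing: 20 µM single concentration, DMSO 1%; Benchmarks: high control tunicamycin 10 µg/mL final, low control DMSO vehicle only; Schedule: 6 h compound exposure at 37 °C, 5% CO2; Evaluation: percent activation relative to tunicamycin reference.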
APJ antag – blocks the human apelin receptor APJ; P35414; CHO-K1 APJ beta-arrestin complementation, luminescence; inhibition, % at 20 µM; actives 0.32% (n = 330,000); AID 2521;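 active means inhibition above about 40% at 20 µM, limit read from the data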;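 further: cells challenged with 10 nM apelin-13 agonist together with compound; plate controls were apelin-13 plus DMSO wells for no effect and DMSO wells lacking apelin-13 for full effect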
tim23-1 inh – growth inhibitors of tim23-1 mutant yeast; inhibition, % at 20 µM; actives 1.3% (n = 330,000); AID 463212; S. cerevisiae tim23-1 growth, BacTiter-Glo luminescence, 24 h;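 active means growth inhibition of the mutant yeast at or above 50%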;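 further: temperature-sensitive mutant grown at 25 °C; plate controls were DMSO-treated mutant yeast for no effect and medium wells lacking yeast for full effect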
APJ ag – agonists of human APJ apelin receptor. P35414. CHO-K1 APJ PathHunter beta-arrestin, luminescence; 0% DMSO wells, 100% apelin. activation, % at 20 µM. actives 0.11% (n = 330,000). AID 2520;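 active means activation more than six SD over the plate average, tested at 20 µM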;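 further: 0% = DMSO alone and 100% = apelin-13 at 10 nM; some results filed as inactive read as strong as hits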
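Material: CHO-K1 APJ beta-arrestin complementation cell line; Input: cell density 1000 per well; Incubation: compound stimulation 90 min at 25 °C, detection 60 min; Signal: luminescence from split beta-galactosidase complementation, Galacton Star/Emerald II substrate; Controls: DMSO-only wells as negative, 10 nM Apelin-13 as positive control.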
UPR CHOP act – activators of apoptotic arm of unfolded protein response (CHOP) | CHO-CHOP luciferase reporter, UPR activation, luminescence; percent of tunicamycin response over DMSO baseline | activation, % at 10 µM | actives 0.34% (n = 330,000);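 active means at 10 µM dose, activation of 40% or more, normalized to positive control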;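 further: 100% = tunicamycin at 10 µg/mL and 0% = DMSO alone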
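Assay system: CHO cells with stable CHOP pathway luciferase reporter; Buffer or medium: F12 plus 10% serum; Times: 16-18 h cell attachment, then 6 h compound exposure, 37 °C; Signal: luciferase luminescence; Read-out basis: percent activation relative to tunicamycin control; Control set: tunicamycin high control, DMSO low control.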
697 NFkB inh – inhibitors of the PMA/ionomycin-induced NF-kB reporter in 697 B cells; AID 435022; actives 0.33% (n = 330,000); inhibition, % at 4 µM; 697 B-cell NF-kB luciferase reporter, 16 h; in the data active means inhibition above about 35%
Starred values were filed as active, the others as inactive.

SMILES | Jurkat NFkB inh | Mdm2 MdmX PPI | UPR XBP1 act | APJ antag | tim23-1 inh | APJ ag | UPR CHOP act | 697 NFkB inh
O=C1CCN(CCc2ccccc2)CCN1[C@H](COc1ccccc1)Cc1ccccc1 | 15 | 21 | -2 | 0 | 22 | -6 | -2.3 | 6
Cc1noc(C)c1CSCC(=O)OCc1nc2ccccc2c(=O)n1CC#N | -25 | -9 | -2 | 14 | 23 | -4 | -0.6 | -8
CC1=C(C(N)=O)C(c2cccs2)n2nc(-c3cccc(Cl)c3)nc2N1 (stereo not drawn) | 1 | 1 | -1 | -26 | 16 | 12 | -1.9 | -38
Cc1ccccc1OCC(=O)NNC(=O)C1CCN(c2ncnc3sc(C)c(C)c23)CC1 | 17 | 28 | 8 | -14 | 11 | 4 | 0.4 | 17
CCOC(=O)C1CCN(C(=O)C2CCN(S(=O)(=O)c3cccc4nsnc34)CC2)CC1 | 9 | 14 | -1 | 28 | 4 | 5 | -0.4 | 4
CCCCC(=O)Nc1cc(OC)c(NC(=S)NC)cc1OC | 3 | -6 | 7 | -6 | 13 | -2 | 0.5 | 15
CN1C(=O)c2ccc(C(=O)Nc3cccnc3)cc2C1=O | 7 | -5 | -3 | 13 | 8 | 3 | 0.8 | 18
CC(C)CN(C(=O)COC(=O)C12CC3CC(CC(O)(C3)C1)C2)C1CCS(=O)(=O)C1 (stereo not drawn) | 0 | -14 | -2 | 5 | 0 | -4 | 5.4 | 9
O=C(N/N=C/c1ccccc1Cl)c1nc2ccc([N+](=O)[O-])cc2c(=O)[nH]1 | 1 | 6 | 0 | 15 | 1 | -5 | -0.4 | -6
CC(=O)Nc1ccc(OC(=O)c2cccnc2)cc1 | -24 | -16 | 3 | -4 | 12 | 9 | 0.9 | -32
O=S(=O)(Oc1ccccc1C(=S)N1CCOCC1)c1ccc(Cl)cc1 | 9 | 11 | -3 | -13 | 26 | -2 | 0.6 | -12
O=S(=O)(NCc1c(Cl)cccc1Oc1ccccc1)c1ccc(F)cc1 | 0 | 15 | -2 | -6 | 36 | -4 | -0.3 | 2
CCOC(=O)C1(Cc2cccc(OC)c2)CCN(CC=C(C)C)CC1 | -1 | 3 | -1 | -19 | 14 | -2 | 0.1 | -21
COc1ccc(OCC(=O)N2CCN(C(=O)c3cccs3)CC2)cc1 | 7 | 28 | 2 | -11 | -4 | -2 | -2.3 | 27
O=C(CSc1nnnn1C1CC1)N1CCN(c2ccccc2F)CC1 | 2 | 4 | 0 | 4 | -1 | -3 | 0.1 | 10
CC1CCCCC1NC(=O)c1ccc(S(=O)(=O)NCc2ccco2)cc1 (stereo not drawn) | 9 | -7 | 1 | 7 | 13 | -4 | 1.9 | 4
COCCN(C(=O)COC(=O)c1oc2ccc(OC)cc2c1C)c1c(N)n(Cc2ccccc2)c(=O)[nH]c1=O | 2 | 4 | -3 | -30 | 3 | 2 | -2.1 | 2
CCN(CC)CCNC(=O)Cn1cnc2sc(C)c(S(=O)(=O)N3CCN(c4ncccn4)CC3)c2c1=O | -2 | -30 | 2 | -7 | 13 | 0 | -0.6 | 4
O=C(NCc1ccco1)C(c1ccccc1)N(C(=O)Cc1cccs1)c1cccnc1 (stereo not drawn) | 2 | -40 | -2 | 8 | 0 | -1 | 2.8 | -2
CCOc1ccccc1C(=O)NN1CCOCC1 | 8 | 21 | -6 | 9 | 3 | -1 | 0.0 | -10
COc1ccccc1CC(O)CC1c2c(cc3c(c2OC)OCO3)CCN1C (stereo not drawn) | 2 | 36 | 2 | 5 | 8 | -3 | 1.1 | -5
CCc1nnc(NC(=O)c2ccc(-c3cccc(C(F)(F)F)c3)o2)s1 | -21 | 7 | 0 | -6 | 12 | 6 | -0.3 | -24
COc1ccc(/C=N/NC(=O)c2cccc(NC(=O)c3ccc(F)cc3)c2)c(C(=O)O)c1OC | 1 | -4 | 0 | 14 | 12 | -1 | -1.4 | 2
COc1ccc(CCNC(=O)C2CC(=O)N(c3ccc(C(C)(C)C)cc3)C2)cc1OC (stereo not drawn) | 0 | -9 | 1 | -7 | 19 | -1 | -0.5 | 12
O=C(c1ccccc1)C1CN(Cc2ccccc2)CCC1(O)c1ccccc1 (stereo not drawn) | 3 | -12 | -1 | 4 | 23 | -2 | 2.8 | -8
CN1C(=O)/C(=N/OC(=O)c2ccccc2)c2ccccc21 | -6 | 15 | 0 | 31 | -20 | -4 | -0.6 | 15
CC(=O)Nc1ccc(S(=O)(=O)NNC(=O)CCc2ccccc2)cc1 | 11 | 10 | -4 | 14 | 9 | -1 | -0.8 | 7
CCC(=O)Nc1c(C#N)c2nc3ccccc3nc2n1-c1ccccc1C | -3 | -3 | 1 | 5 | 17 | -2 | -3.7 | -5
Cc1ccc(NC(=O)c2nccnc2C(=O)O)cc1C | 9 | 19 | -2 | 13 | -15 | -3 | 3.8 | 15
CC(C)CC1=NN(C(=O)c2ccco2)C(O)(C(F)(F)F)C1 (stereo not drawn) | 0 | -22 | -2 | -11 | 8 | -3 | 1.2 | 21
COC(=O)c1ccccc1NC(=O)CN(C)S(=O)(=O)c1ccc(OC)c(C)c1 | -2 | 1 | -2 | -4 | 29 | -2 | 1.0 | 4
COc1ccc(NC(=O)CCNS(=O)(=O)c2ccccc2F)cc1S(N)(=O)=O | 11 | 22 | -5 | 5 | -8 | -2 | 2.1 | -2
Cn1c(=O)c2c(nc(N3CCN(c4ccccn4)CC3)n2Cc2ccccc2Cl)n(C)c1=O | -25 | -1 | 0 | -14 | 24 | -2 | 0.6 | -6
O=C(N/C(=C\c1ccco1)C(=O)N1CCC(O)CC1)c1ccccc1 | 23 | 13 | -3 | 38 | 5 | -4 | -1.4 | 13
O=C(COC(=O)CCC(=O)c1ccccc1)Nc1nnc(-c2ccccc2)o1 | 6 | 20 | -1 | 12 | -16 | -3 | 2.2 | 6
CCOC(=O)C1Cc2c([nH]c3ccccc23)C(C)N1 (stereo not drawn) | -6 | 9 | 2 | -2 | 7 | -6 | 1.2 | -6

Five entries already listed, ordered by molar mass, high to low:
SMILES | Jurkat NFkB inh | Mdm2 MdmX PPI | UPR XBP1 act | APJ antag | tim23-1 inh | APJ ag | UPR CHOP act | 697 NFkB inh
COc1ccc(NC(=O)CCNS(=O)(=O)c2ccccc2F)cc1S(N)(=O)=O | 11 | 22 | -5 | 5 | -8 | -2 | 2.1 | -2
O=C(c1ccccc1)C1CN(Cc2ccccc2)CCC1(O)c1ccccc1 (stereo not drawn) | 3 | -12 | -1 | 4 | 23 | -2 | 2.8 | -8
O=C(N/C(=C\c1ccco1)C(=O)N1CCC(O)CC1)c1ccccc1 | 23 | 13 | -3 | 38 | 5 | -4 | -1.4 | 13
CC(C)CC1=NN(C(=O)c2ccco2)C(O)(C(F)(F)F)C1 (stereo not drawn) | 0 | -22 | -2 | -11 | 8 | -3 | 1.2 | 21
CCOC(=O)C1Cc2c([nH]c3ccccc23)C(C)N1 (stereo not drawn) | -6 | 9 | 2 | -2 | 7 | -6 | 1.2 | -6

Later entries:
SMILES | Jurkat NFkB inh | Mdm2 MdmX PPI | UPR XBP1 act | APJ antag | tim23-1 inh | APJ ag | UPR CHOP act | 697 NFkB inh
CCCCc1nc2ccccc2[nH]1 | -12 | 24 | -1 | 6 | 15 | 0 | 4.7 | 16
CCCOC(=O)c1ccc(NC(=O)c2ccccc2[N+](=O)[O-])cc1 | -25 | -9 | 1 | 20 | 27 | -2 | 2.1 | -7
O=C(CCC(=O)Nc1ccc(F)cc1)N/N=C/c1ccc(O)cc1 | 0 | 2 | -2 | 0 | 9 | -1 | -1.0 | 11
COC(=O)Nc1ccc(S(=O)(=O)N2CCC(Cc3ccccc3)CC2)cc1 | -1 | 6 | -1 | 8 | 41 | -3 | -1.3 | -4
Cc1ccc(NC2CC(C)NC(=S)N2)cc1 (stereo not drawn) | 17 | 9 | -2 | 11 | -10 | -1 | -0.8 | 10
CCOCCn1cnc2sc(C(=O)Nc3nc(C)c(C(=O)OCC)s3)c(C)c2c1=O | 0 | 8 | 0 | 8 | 2 | -4 | 4.3 | -22
O=C(Nc1cccc(C(=O)O)c1)/C(=C/c1ccc([N+](=O)[O-])cc1)NC(=O)c1ccccc1 | 10 | 13 | -5 | -15 | 1 | 1 | -1.6 | 11
COC(=O)c1ccc(/C=N/NC(=O)CNc2cccc(C)c2)cc1 | 6 | 22 | -4 | -14 | 9 | -4 | 1.9 | 5
O=C(C1=C[C@H](c2ccc(C(F)(F)F)cc2)C[C@H](OCCCCO)O1)N1CCN(Cc2ccccc2)CC1 | 4 | 30 | -3 | -7 | 12 | 6 | -1.2 | 17
CCc1ccc2[nH]c(=O)c(C(c3nnnn3CC3CCCO3)N3CCN4CCCC4C3)cc2c1 (stereo not drawn) | 9 | 1 | 1 | 6 | 0 | 0 | 0.8 | -8
COc1ccccc1C(=O)Nc1ccc(N2CCCCC2)cc1 | -165 | -190 | -2 | -3 | 28 | 1 | 7.7 | -198
O=c1c(CN2CCN(Cc3ccccc3)CC2)coc2ccc(Cl)cc12 | 0 | -44 | -1 | -13 | 29 | -5 | 2.8 | 14
COc1cccc(SCc2noc(C(=O)NCc3ccccc3)c2C(=O)NCc2ccccc2)c1 | 9 | -27 | -2 | 7 | 11 | -2 | -0.3 | 0
CCCC(=O)Nc1nc(-c2ccc3c(c2)OCCO3)cs1 | -139 | -149 | 1 | 10 | 29 | 0 | 4.4 | -199
C#CCOCCOCCOCCNc1nc(N2CCN(C(=O)[C@H](CCCCN)n3cc([C@@H](N)CO)nn3)CC2)nc(N2CCN(C(=O)[C@H](Cc3cc4ccccc4[nH]3)n3cc([C@@H](N)Cc4ccc(O)cc4)nn3)CC2)n1 | -5 | 7 | 0 | -40 | 13 | -5 | -1.6 | -17
O=C(COc1ccc(Cl)cc1Cl)N1CCCN(C(=O)COc2ccc(Cl)cc2Cl)CC1 | -1 | 59* | -2 | 5 | 1 | -19 | -0.2 | 22
Cc1ccc(C(=O)Nc2c(C)cc(C)c3cccnc23)cc1 | -13 | -23 | -2 | -6 | 23 | 0 | 3.5 | -10
CCOC(=O)CSc1nc(C(C)(C)C)nc2ccccc12 | -11 | -8 | -7 | 5 | 7 | -2 | -0.2 | -2
Cc1cc(C)cc(S(=O)(=O)Cc2noc(C(=O)NCc3ccccc3)c2C(=O)NCc2ccccc2)c1 | 3 | 13 | 1 | 20 | 21 | -2 | -0.5 | 3
COc1ccc(CN(C)C(=O)c2ccccc2Sc2ccccc2C#N)cc1OC | -9 | 17 | -3 | -4 | 28 | 9 | 3.2 | -20
CCCCC[C@H]1CN(C2CCCCC2)C(=O)[C@@H]1CC(=O)NCc1ccccc1 | 13 | -16 | 1 | -60 | 31 | 4 | 0.7 | 0

Structures listed so far printed as active in Mdm2 MdmX PPI:
| Compound | Jurkat NFkB inh | Mdm2 MdmX PPI | UPR XBP1 act | APJ antag | APJ ag | 697 NFkB inh |
| --- | --- | --- | --- | --- | --- | --- |
| O=C(COc1ccc(Cl)cc1Cl)N1CCCN(C(=O)COc2ccc(Cl)cc2Cl)CC1 | -1 | 59* | -2 | 5 | -19 | 22 |

Compounds as they come; about 5% have a hit in one of these screens.
